# From PubChem BioAssay
# MEKK2 WT-MEK5: modulators of MEK5 binding to wildtype MEKK2, primary screen, biochemical, multiplex bead flow cytometry, Alexa488-MEK5 | Mitogen-activated protein kinase kinase kinase 2 (Homo sapiens), Q9Y2U5 | Alexa488-MEK5 binding to MEKK2 WT; actives lie on both sides | binding response (% of control), % at 10 µM | actives 1.1% (n = 290,000) | AID 1531, 2009; in the data active = binding response below about 67% or above about 130%
# OXTR agonist: human OXTR agonists, primary screen, fluorescence, CHO-OTR cells, Fluo-8 calcium; actives 0.32% (n = 320,000); Fluo-8 calcium fluorescence; normalized: DMSO 0%, oxytocin 100%; activation, % at 3 µM; AID 2435, 2010;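 active = activation above the mean of all tested compounds plus 3 SD, cutoff set per screening run, cut at about 20% in these data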;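 note: peak over basal fluorescence ratio from a 100 s FLIPR kinetic read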
# MEKK2 mut-MEK5: MEK5 binding signal on mutant MEKK2 PB1, primary screen, biochemical, multiplex bead flow cytometry, Alexa488-MEK5; Alexa488-MEK5 binding to MEKK2 mutant; percent response, % at 10 µM; actives 0.35% (n = 290,000); in the data active = percent response above about 24%, passing the limit was not always enough; note: inactives centre near 1; some results filed as inactive read as strong as hits
# GPR7 antag: GPR7 receptor antagonists, primary screen, cell-based, fluorescence, single concentration; inhibition, % at 4.4 µM; actives 1.1% (n = 290,000); GPR7-expressing cells, fluorescence antagonist assay; AID 1861, 2009; in the data active = inhibition above about 16%, passing the limit was not always enough;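 note: cells stimulated with the agonist NPW; 0% = agonist with vehicle and 100% = vehicle without agonist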
# NALP1 inh: NALP1 inflammasome inhibitors in reconstituted yeast, colorimetric, S. cerevisiae, triplicate retest. S. cerevisiae NALP1/ASC/caspase-1 growth, X-gal OD620, 72 h. inhibition, % at 10 µM. actives 0.61% (n = 280,000). AID 2071, 2009; in the data active = inhibition mostly above about 24%, no sharp cut-off; inactive = mostly below about 32%; note: some compounds called inactive have numbers as strong as hits
# OXTR potentiate: human OXTR potentiators, primary screen, fluorescence, CHO-OTR cells, Fluo-8 calcium; Oxytocin receptor (Homo sapiens), P30559; Fluo-8 calcium fluorescence, potentiator mode; 0% = oxytocin EC15, 100% = EC100; activation, % at 3 µM; actives 0.061% (n = 320,000);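 active = activation above that plate's cutoff, the mean activation of tested compounds plus 3 SD, cut at about 6.6% in these data, passing the limit was not always enough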;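 note: 100% uses oxytocin at 75 nM as the full agonist control; some results filed as inactive read as strong as hits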
#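 Dosing: Single dose, 3.0 µM nominal final compound concentration | Material: Human OTR in CHO cells | Technique: Kinetic Fluo-8 calcium fluorescence | Benchmarks: EC15 oxytocin alone as 0%, 75 nM oxytocin as 100% | Probe or stimulus: Oxytocin at about EC15, sub-maximal agonist stimulus | Incubation: Compound 6 min at room temperature before oxytocin, 100 s read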
# PfM18AAP inh: PfM18AAP inhibitors, malaria aminopeptidase, primary screen, biochemical, QFRET, recombinant enzyme; actives 1.2% (n = 290,000); inhibition, % at 7.35 µM; H-Glu-NHMec fluorogenic cleavage; M18 aspartyl aminopeptidase (Plasmodium falciparum 3D7); AID 1822, 2009;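 active = inhibition above the campaign mean inhibition over all tested compounds plus 3 SD, cut at about 28% in these data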;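 note: 0% = plate median of test compound wells and 100% = 2 mM ZnCl2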
# V1aR counter: agonists of human V1a receptor, primary screen, counter-screen for OXTR agonist project, fluorescence, CHO-V1R cells; Vasopressin V1a receptor (Homo sapiens), P37288; Fluo-8 calcium fluorescence, agonist mode; 0% DMSO, 100% 3 nM vasopressin; activation, % at 3 µM; actives 0.25% (n = 320,000); AID 2797, 2010;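 active = activation above the mean activation of all tested compounds plus 3 SD, per screening run, cut at about 20% in these data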;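 note: signal is peak over basal fluorescence ratio across a 100 second FLIPR read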
# Target sequence (P37288 whole entry, looked up): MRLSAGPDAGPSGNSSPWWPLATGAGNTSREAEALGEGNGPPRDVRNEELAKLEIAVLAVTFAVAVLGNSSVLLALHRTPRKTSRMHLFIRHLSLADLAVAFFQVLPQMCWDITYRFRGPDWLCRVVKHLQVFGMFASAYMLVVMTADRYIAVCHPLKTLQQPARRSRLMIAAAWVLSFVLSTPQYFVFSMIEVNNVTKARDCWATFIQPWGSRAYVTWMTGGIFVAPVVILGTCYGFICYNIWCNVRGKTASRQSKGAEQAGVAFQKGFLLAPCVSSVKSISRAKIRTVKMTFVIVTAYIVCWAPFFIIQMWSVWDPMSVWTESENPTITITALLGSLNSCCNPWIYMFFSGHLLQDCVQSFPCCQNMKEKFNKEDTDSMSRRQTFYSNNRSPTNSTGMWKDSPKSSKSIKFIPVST
# GalR3 antag: GalR3 antagonists in HEK293 cells, primary screen, cell-based, fluorescence readout. HEK293 GalR3-CNG cAMP membrane potential fluorescence; galR3 body fused to GalR1 C-terminus. actives 0.44% (n = 360,000). inhibition, % at 3 µM. AID 651719, 2012. Galanin receptor type 3 (Homo sapiens), O60755;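 active = inhibition above the screen-wide average plus 3 SD, cut at about 13% in these data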;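 note: forskolin and galanin both at EC90 stimulate the cells; cAMP rise reported by CNG channel membrane potential dye signal; 0% = forskolin plus galanin with DMSO and 100% = forskolin alone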
# Target sequence (O60755 1-299 limits assumed): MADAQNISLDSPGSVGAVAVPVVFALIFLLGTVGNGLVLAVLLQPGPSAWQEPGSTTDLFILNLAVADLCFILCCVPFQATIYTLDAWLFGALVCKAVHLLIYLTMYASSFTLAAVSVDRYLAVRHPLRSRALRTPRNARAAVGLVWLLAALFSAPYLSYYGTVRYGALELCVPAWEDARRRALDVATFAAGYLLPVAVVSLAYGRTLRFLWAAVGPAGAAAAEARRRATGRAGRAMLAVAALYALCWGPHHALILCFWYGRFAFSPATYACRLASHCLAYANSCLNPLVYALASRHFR
# * marks the source's active call; other numbers are inactive results; . = no result given.
SMILES,MEKK2 WT-MEK5,OXTR agonist,MEKK2 mut-MEK5,GPR7 antag,NALP1 inh,OXTR potentiate,PfM18AAP inh,V1aR counter,GalR3 antag
CC(NC(=O)c1ccc(C(C)(C)C)cc1)C(=O)O (stereo not drawn),111,-0.1,10,6,-3,-1,3,0.0,-1
COc1ccc(-c2nc(=S)c3c(n2Cc2cccnc2)CC(C)(C)OC3)cc1,99,-0.5,6,-3,-6,3,2,1.8,1
Cc1ccnc(NC(=S)N2CCN(c3cccc(C(F)(F)F)c3)CC2)c1,103,0.2,2,14,-11,-7,39*,4.8,-6
C=CCN(c1ccccc1OC)S(=O)(=O)c1cccc(C(=O)NC2=NCCS2)c1,.,1.1,.,.,.,-9,.,2.7,-5
Cc1cc(=O)oc2cc(NS(=O)(=O)c3ccc(F)cc3)ccc12,98,1.6,4,-12,16,-3,0,1.1,0
O=C(CCCN1C(=O)/C(=C/c2ccccc2Cl)SC1=S)NNC(=O)c1ccccc1Cl,93,0.1,-4,3,16,-7,-3,2.4,-6
O=C(NC1CCC(=O)N(CCOc2ccccc2)CC1)OCc1ccccc1 (stereo not drawn),99,2.0,0,5,28,-2,-14,2.0,2
COc1cccc(Nc2nc3ccccc3n3cnnc23)c1,107,-1.2,12,-8,0,-8,-11,-1.0,2
CCOc1ccc2c(c1)-c1c(ssc1=S)C(C)(C)N2,106,-2.3,3,-17,13,-10,-5,-2.2,.
Oc1ccccc1N1CCN(c2ncnc3scc(-c4ccccc4)c23)CC1,94,0.3,-6,-14,11,-5,16,1.6,-10
COc1ccc(CCNC(=O)CSc2nc3[nH]ncc3c(=O)n2-c2ccc(C)c(Cl)c2)cc1OC,101,.,3,-8,3,.,12,.,-1
Cc1ncc([N+](=O)[O-])n1CCOC(=O)Nc1ccc(Cl)c(Cl)c1,107,6.4,0,2,20,-21,-2,8.6,-2
COc1ccc(N=C2C(=O)N3CCCc4cccc2c43)cc1,108,-1.1,2,-10,27,-9,-12,-0.8,2
Cc1cc(NC(=O)Cc2ccc(Br)cc2)no1,104,-2.6,12,-17,-14,-10,-3,-0.8,-8
O=C(Cc1cccc2ccccc12)Nc1ccccc1Br,100,-2.9,1,-18,10,-12,3,0.1,-2

# 14 successive records from above:
SMILES,MEKK2 WT-MEK5,OXTR agonist,MEKK2 mut-MEK5,GPR7 antag,NALP1 inh,OXTR potentiate,PfM18AAP inh,V1aR counter,GalR3 antag
CC(NC(=O)c1ccc(C(C)(C)C)cc1)C(=O)O (stereo not drawn),111,-0.1,10,6,-3,-1,3,0.0,-1
COc1ccc(-c2nc(=S)c3c(n2Cc2cccnc2)CC(C)(C)OC3)cc1,99,-0.5,6,-3,-6,3,2,1.8,1
Cc1ccnc(NC(=S)N2CCN(c3cccc(C(F)(F)F)c3)CC2)c1,103,0.2,2,14,-11,-7,39*,4.8,-6
C=CCN(c1ccccc1OC)S(=O)(=O)c1cccc(C(=O)NC2=NCCS2)c1,.,1.1,.,.,.,-9,.,2.7,-5
Cc1cc(=O)oc2cc(NS(=O)(=O)c3ccc(F)cc3)ccc12,98,1.6,4,-12,16,-3,0,1.1,0
O=C(CCCN1C(=O)/C(=C/c2ccccc2Cl)SC1=S)NNC(=O)c1ccccc1Cl,93,0.1,-4,3,16,-7,-3,2.4,-6
O=C(NC1CCC(=O)N(CCOc2ccccc2)CC1)OCc1ccccc1 (stereo not drawn),99,2.0,0,5,28,-2,-14,2.0,2
COc1cccc(Nc2nc3ccccc3n3cnnc23)c1,107,-1.2,12,-8,0,-8,-11,-1.0,2
CCOc1ccc2c(c1)-c1c(ssc1=S)C(C)(C)N2,106,-2.3,3,-17,13,-10,-5,-2.2,.
Oc1ccccc1N1CCN(c2ncnc3scc(-c4ccccc4)c23)CC1,94,0.3,-6,-14,11,-5,16,1.6,-10
COc1ccc(CCNC(=O)CSc2nc3[nH]ncc3c(=O)n2-c2ccc(C)c(Cl)c2)cc1OC,101,.,3,-8,3,.,12,.,-1
Cc1ncc([N+](=O)[O-])n1CCOC(=O)Nc1ccc(Cl)c(Cl)c1,107,6.4,0,2,20,-21,-2,8.6,-2
COc1ccc(N=C2C(=O)N3CCCc4cccc2c43)cc1,108,-1.1,2,-10,27,-9,-12,-0.8,2
Cc1cc(NC(=O)Cc2ccc(Br)cc2)no1,104,-2.6,12,-17,-14,-10,-3,-0.8,-8

# The list goes on:
SMILES,MEKK2 WT-MEK5,OXTR agonist,MEKK2 mut-MEK5,GPR7 antag,NALP1 inh,OXTR potentiate,PfM18AAP inh,V1aR counter,GalR3 antag
Cc1ccc(C)c2[nH]c(=O)c(CCNC(=O)CC(C)(C)C)cc12,107,-1.0,4,-14,22,-2,1,-0.8,2
COCCn1c(SCC(=O)Nc2nc(C)c(Cl)cc2Cl)nc2ccccc21,103,-1.8,2,-9,14,-1,-3,-0.4,1
COc1cc(OC)cc(C(=O)NNC(=O)CCc2ccccc2)c1,104,-0.1,-6,-9,20,-12,6,0.9,1
CC(C)NC(=O)C1CCCN(S(=O)(=O)c2cccc3nonc23)C1 (stereo not drawn),98,1.1,3,-1,-5,-4,13,1.1,-8
Cc1ccc2nc(Cl)c(C3CC(c4ccco4)=NN3C(=O)CCCC(=O)O)cc2c1 (stereo not drawn),93,0.6,-1,-14,.,2,4,0.1,-8
COc1cccc(Cn2cnc3c(NS(=O)(=O)c4ccc(Cl)cc4Cl)c(C)c(C)cc32)c1,92,0.4,-4,-5,-6,-21,-3,2.4,0
OCCC1CN(Cc2ccccn2)CCN1C1CCCC1 (stereo not drawn),100,1.2,9,-17,14,0,3,1.2,6
CCOc1ccccc1N1CC(C(=O)Nc2nccs2)CC1=O (stereo not drawn),99,0.6,7,2,9,-12,2,-0.1,-1
N#Cc1nc(-c2ccccc2F)oc1N1CCCCC1,100,-2.6,1,-14,-29,4,-6,-1.2,-9
CCOc1ccc(N2C(=O)c3ccccc3C2O)cc1 (stereo not drawn),111,-0.5,7,-16,-26,-2,1,-0.4,.
CS(=O)(=O)N1CCN(c2ccc(NC(=O)c3ccccc3)cc2)CC1,101,1.2,0,0,16,-4,-1,1.2,1
COc1ccc(CNC(=O)c2cc3c(=O)n4ccccc4nc3n(CC3CCCO3)c2=N)cc1 (stereo not drawn),98,-0.4,3,.,11,0,.,-0.7,-5
c1ccc2c(-c3nc4ncccc4o3)cccc2c1,.,-1.3,.,-7,-1,-1,-1,-1.4,-5
COc1cccc(/C=N/NC(=S)NCCc2ccccc2)c1,91,-0.6,-6,-22,5,-7,0,-0.5,3
COC(=O)c1sccc1NC(=O)c1cc(-c2cc(C)ccc2C)nc2ccccc12,97,0.3,1,4,-2,-6,-8,0.2,-4
COC(=O)c1ccc(CNC(=O)c2sccc2-c2ccccc2)cc1,101,-1.1,3,8,10,-15,2,3.7,-2
CCOc1ccc(N(CC(=O)NCc2ccccc2)C(=O)CCC(=O)Nc2nccs2)cc1,96,0.0,2,14,-4,-6,-7,0.4,-6
Cc1ccc(CCC(=O)Nc2ccc(Cl)cc2)o1,99,-1.9,4,-14,17,4,-6,0.5,-4
COC(=O)c1ccc(CSc2n[nH]c(C)n2)o1,104,1.2,-1,-3,21,1,-3,0.4,0
C=CCOc1ccc(C(=O)Nc2ccccc2C(=O)N2CCCC2)cc1,100,.,-1,-8,28,.,0,.,-5
CCCCN1C(=O)/C(=C(/C#N)C(N)=O)c2ccccc21,115,1.1,1,0,18,-10,27,0.7,-2
O=C(O)c1ccc(N(c2ccccc2)c2ccccc2)cc1,102,-0.7,-3,-14,-11,1,2,0.8,8
O=C(O)CSc1ccccc1C(=O)O,106,-0.9,4,1,2,-13,-7,-0.6,-2
COc1ccccc1-n1cc(C(=O)c2cc(Cl)ccc2O)cc(C#N)c1=O,98,1.5,-5,-2,0,-28,-6,7.4,-2
CN1C(=O)/C(=C\C=C2/CCCN2C)N(C)C1=S,101,0.8,0,-5,12,-14,3,0.5,-5
CN1CCN(C(=O)NC2CCCCC2)CC1,98,-0.1,3,-8,-129,-1,8,0.0,2
CC(c1cccnc1)N(C(=O)Nc1ccccc1)C1CCCCC1 (stereo not drawn),115,-0.2,5,2,-9,-8,0,-0.8,3
CN(C)c1ccc(CNC(=O)c2ccc(CNc3c(N4CCCCC4)c(=O)c3=O)cc2)cc1,116,0.2,15,0,19,-6,8,0.2,6
Cc1ccccc1C(=O)N1CC(=O)Nc2ccc(F)cc2C1c1ccc(F)cc1 (stereo not drawn),105,1.8,2,-8,8,-5,-7,4.2,-1
O=S(=O)(c1ccc(-c2ccccn2)s1)N1CCC2(CC1)OCCO2,100,6.3,-1,-13,21,-3,1,3.9,-4
COc1ccc(NC(=O)c2sc3cc(C(F)(F)F)cnc3c2-c2cccs2)cc1,102,-1.0,4,-2,6,-6,-4,0.5,-3
Cc1ccc(OCC(=O)N2CCN(C(=O)c3ccc([N+](=O)[O-])cc3)CC2)cc1,90,-0.2,-10,5,1,-11,-8,-0.2,-1
NC(=O)c1ccsc1NC(=O)COC(=O)c1ccccc1NCc1ccco1,102,5.8,5,7,4,-20,5,5.8,4
Cc1c(C)n(Cc2ccccc2)c2ncnc(Cl)c12,99,9.7,5,-16,16,-18,6,1.2,-10
CCOC(=O)c1c(C)[nH]c(C(=O)COC(=O)C(C)N2C(=O)C3CCCCC3C2=O)c1C (stereo not drawn),97,10,2,-10,12,-12,2,7.1,-6
COc1ccccc1-c1cc(C(=O)NCc2ccc(F)cc2)no1,100,-0.2,3,-15,3,-9,-10,-0.5,.
CCOc1ccc(/C(O)=C2/C(=O)C(=O)N(CCOCCO)C2c2ccc(F)cc2)cc1 (stereo not drawn),90,0.3,-7,-2,-8,-6,4,-0.2,-2
CCNC(=O)n1nccc1C(C)Oc1ccc(Cl)cc1 (stereo not drawn),86,-1.5,-10,-12,6,-9,-3,0.6,-4
